# BioA inh: inhibitors of Mycobacterium tuberculosis BioA enzyme | purified M. tuberculosis BioA enzyme, plate reader | inhibition, % at 9.99 µM | actives 0.096% (n = 360,000) | AID 602481; in the data active = inhibition above about 40%
# * hit, by the source's call. These rows are one share of the data; rates above refer to the full screens.
# Start of the listing, in advance, 2 compounds:
SMILES,BioA inh
COc1ccc(NC(=O)N[C@@H]2CC[C@@H](CC(=O)NCc3ccccn3)O[C@@H]2CO)cc1,3.5
CN(C)C(=O)c1cccc(-c2ccc3c(c2)[C@@H]2[C@@H](CCN2C(=O)Cc2ccccn2)[C@@H](CO)N3C)c1,-0.2

# This part in full, from the first entry:
SMILES,BioA inh
COc1ccc(NC(=O)N[C@@H]2CC[C@@H](CC(=O)NCc3ccccn3)O[C@@H]2CO)cc1,3.5
CN(C)C(=O)c1cccc(-c2ccc3c(c2)[C@@H]2[C@@H](CCN2C(=O)Cc2ccccn2)[C@@H](CO)N3C)c1,-0.2
CN(C)C(=O)c1ccc(-c2ccc([C@H]3[C@H](CO)N4CCCCN(C(=O)C5CCCC5)C[C@@H]34)cc2)cc1,1.7
C[C@@H]1CN([C@@H](C)CO)S(=O)(=O)c2ccc(-c3cccc(F)c3)cc2O[C@H]1CN(C)S(=O)(=O)c1ccccc1,0.0
COCC(=O)Nc1ccc2c(c1)C(=O)N(C)[C@H]1CC[C@@H](CC(=O)O)O[C@@H]1CO2,-0.8
COC(=O)C[C@@H]1CC[C@@H]2[C@H](COC[C@@H](O)CN2C(=O)Nc2ccccc2OC)O1,32
COCC(=O)Nc1ccc2c(c1)OC[C@H](C)N(Cc1cc(F)ccc1F)C[C@@H](C)[C@H](OC)CN(C)C2=O,0.4
CCCNC(=O)[C@H]1N[C@H]2c3ccc(-c4cccc(F)c4)c(=O)n3C[C@H]2[C@@H]1CO,0.6
C[C@@H]1CCCCO[C@@H](CN(C)C(=O)Nc2ccc(C(F)(F)F)cc2)[C@@H](C)CN([C@H](C)CO)C(=O)c2cc(NC(=O)C3CCCCC3)ccc2O1,-2.8
OC[C@@H]1[C@H](c2ccc(/C=C/c3ccccc3)cc2)[C@@H]2CN(Cc3ccncc3)CCCCN12,-1.5
CN1C(=O)c2cc(NC(=O)C3CC3)ccc2OC[C@H]2O[C@H](CC(=O)NCCN3CCCC3)CC[C@@H]21,-0.5
CCNC(=O)C[C@@H]1CC[C@H]2[C@@H](COC[C@H](O)CN2C(=O)CC)O1,0.7
C[C@H](CO)N1C[C@H](C)[C@H](CN(C)Cc2cccc(C(F)(F)F)c2)Oc2ncc(-c3cc4ccccc4o3)cc2C1=O,-0.4
CCCC#Cc1ccc([C@H]2[C@@H](C#N)N(C(=O)CN3CCOCC3)[C@H]2CO)cc1,-0.7
C[C@@H]1CN([C@H](C)CO)C(=O)CCCn2cc(nn2)CO[C@@H]1CN(C)C(=O)Nc1ccc(C(F)(F)F)cc1,0.5
CN1C(=O)c2cc(NS(=O)(=O)c3ccccc3Cl)ccc2OC[C@@H]2O[C@@H](CC(=O)O)CC[C@@H]21,-1.6
C[C@@H]1CCCCO[C@@H](CN(C)C(=O)c2ccncc2)[C@@H](C)CN([C@@H](C)CO)C(=O)c2cc(NS(=O)(=O)c3cccs3)ccc2O1,-0.5
O=C(NCC1CC1)[C@@H]1N[C@@H]2c3ccc(C4=CCCCC4)c(=O)n3C[C@@H]2[C@H]1CO,-0.5
COc1ccc(S(=O)(=O)N(C)C[C@H]2Oc3c(NC(=O)c4cnccn4)cccc3C(=O)N([C@@H](C)CO)C[C@@H]2C)cc1,1.1
C[C@H]1CN([C@@H](C)CO)C(=O)c2cc(N(C)C)ccc2O[C@H]1CN(C)S(=O)(=O)c1ccc(F)cc1,6.7
CN(C)CC(=O)Nc1ccc2c(c1)[C@@H]1C[C@@H](CC(=O)NCCN3CCCCC3)O[C@H](CO)[C@@H]1O2,0.3
O=C(C[C@@H]1CC[C@@H]2NC[C@H](O)COC[C@H]2O1)NCCN1CCCCC1,-3.7
COc1cccc(NC(=O)N(C)C[C@@H]2Oc3cc(-c4ccccc4OC)ccc3S(=O)(=O)N([C@H](C)CO)C[C@@H]2C)c1,-0.3
C[C@@H]1CCCCO[C@@H](CN(C)Cc2ccc3c(c2)OCO3)[C@H](C)CN([C@H](C)CO)C(=O)c2cc(NS(=O)(=O)c3cccs3)ccc2O1,-1.4
CO[C@@H]1CN(C)C(=O)c2ccc(NC(=O)C3CC3)cc2OC[C@H](C)N(CC2CCCC2)C[C@H]1C,-1.0
# (further entries)
SMILES,BioA inh
C[C@H]1CCCCO[C@H](CN(C)Cc2ccc3c(c2)OCO3)[C@@H](C)CN([C@@H](C)CO)C(=O)c2cc(NC(=O)CCCN(C)C)ccc2O1,-1.6
CS(=O)(=O)N1[C@H](C#N)[C@@H](c2ccc(C#CC3CCCCC3)cc2)[C@@H]1CO,1.5
O=C(NCC[C@H]1CC[C@H](NS(=O)(=O)c2ccc(F)cc2)[C@@H](CO)O1)Nc1ccc(F)cc1,2.2
COc1ccccc1-c1cnc2c(c1)C(=O)N([C@@H](C)CO)C[C@@H](C)[C@H](CN(C)C(=O)CN(C)C)O2,-0.8
CO[C@H]1CN(C)C(=O)c2cccc(C#N)c2OCC[C@@H]2CC[C@@H](OC)[C@H](CN(C)C(=O)[C@@H]1C)O2,2.2
CCNC(=O)Nc1ccc2c(c1)C(=O)N(C)[C@@H]1CC[C@H](CC(=O)NCc3ccccc3F)O[C@H]1CO2,-0.7
C[C@@H]1CN([C@H](C)CO)C(=O)c2cccc(NS(=O)(=O)c3ccc(F)cc3)c2O[C@@H]1CN(C)Cc1ccc(C(=O)O)cc1,0.2
CCC(=O)Nc1ccc2c(c1)C(=O)N(C)C[C@H](OC)[C@@H](C)CN(C(=O)CC1CC1)[C@H](C)CO2,1.3
CNC(=O)C[C@H]1CC[C@H]2[C@@H](COc3ccc(NC(=O)c4ccc(F)c(F)c4)cc3C(=O)N2C)O1,-0.2
C[C@H]1CN([C@@H](C)CO)C(=O)c2cc(C#CC3(O)CCCC3)cnc2O[C@@H]1CN(C)C(=O)CC1CC1,-0.7
C[C@H](CO)N1C[C@H](C)[C@H](CN(C)C(=O)Nc2cccc3ccccc23)Oc2ccc(NC(=O)Nc3ccccc3)cc2C1=O,-0.9
C[C@H]1CN([C@@H](C)CO)C(=O)Cc2cc(N(C)C)ccc2O[C@H]1CN(C)C(=O)Nc1cccc2ccccc12,-0.6
Cc1ccccc1S(=O)(=O)NCC[C@@H]1CC[C@H](NC(=O)C2CCCCC2)[C@H](CO)O1,-1.0
COC(=O)C[C@@H]1CC[C@@H]2[C@@H](COc3ccc(NC(=O)c4cccc(Cl)c4)cc3C(=O)N2C)O1,2.1
CC(=O)NC[C@@H]1[C@@H](c2ccccc2)[C@@H](CO)N1C(=O)Cc1ccncc1,-2.3
C[C@@H]1CN([C@H](C)CO)C(=O)c2cc(N(C)C)ccc2O[C@H]1CN(C)C(=O)NC1CCCCC1,1.0
COc1ccc(NC(=O)Nc2cccc3c2O[C@H](CN(C)Cc2ccc4c(c2)OCO4)[C@@H](C)CN([C@H](C)CO)C3=O)cc1,-1.6
O=C([C@H]1[C@H](CO)[C@H]2Cn3c(ccc(C4=CCCC4)c3=O)[C@@H]1N2C(=O)c1ccccc1)N1CCOCC1,0.7
COc1ccccc1CNC(=O)C[C@H]1CC[C@@H](NC(C)=O)[C@H](CO)O1,0.0
C[C@H]1CN([C@@H](C)CO)S(=O)(=O)c2ccc(C3=CCCC3)cc2O[C@H]1CN(C)Cc1ccccc1F,-3.4
C/C=C/c1cnc2c(c1)C(=O)N([C@@H](C)CO)C[C@H](C)[C@H](CN(C)C(=O)C1CCOCC1)O2,0.1
COc1cccc(-c2cn(CC[C@@H]3CC[C@H](NC(=O)CN(C)C)[C@H](CO)O3)nn2)c1,0.4
O=S(=O)(c1ccccc1)N1C[C@@H]2[C@H](c3ccccc31)[C@H](CO)N2Cc1ccc2c(c1)OCO2,0.1
CC(C)NC(=O)Nc1ccc2c(c1)C(=O)N([C@H](C)CO)C[C@H](C)[C@@H](CN(C)Cc1ccc(-c3ccccc3)cc1)O2,-0.6
CC(C)NC(=O)N(C)C[C@@H]1Oc2c(NC(=O)C3CC3)cccc2C(=O)N([C@@H](C)CO)C[C@@H]1C,-0.1
# (continued)
SMILES,BioA inh
COC(=O)[C@@H]1[C@@H](CO)[C@@H]2Cn3c(ccc(-c4ccncc4)c3=O)[C@H]1N2S(=O)(=O)c1ccccc1F,0.0
CC(C)CC#Cc1cnc2c(c1)C(=O)N([C@@H](C)CO)C[C@H](C)[C@H](CN(C)C(=O)c1ccc(F)cc1)O2,-0.8
CC(=O)N1[C@@H]2Cn3c(ccc(-c4ccccc4)c3=O)[C@H]1[C@@H](C(=O)Nc1ccccc1)[C@@H]2CO,-2.0
COc1cccc(-c2ccc([C@@H]3[C@H](CO)N4CCCCN(C(=O)c5ccc(F)cc5)C[C@@H]34)cc2)c1,-7.1
O=C(C[C@H]1C[C@H]2c3cc(NC(=O)c4ccc5c(c4)OCO5)ccc3O[C@H]2[C@@H](CO)O1)NCCN1CCCCC1,-6.1
Cc1ccc(S(=O)(=O)Nc2ccc3c(c2)C(=O)N([C@H](C)CO)C[C@@H](C)[C@@H](CN(C)C(=O)Nc2c(C)noc2C)O3)cc1,-3.9
CC(=O)N1[C@H](CO)[C@H](c2ccc(-c3ccccc3)cc2)[C@@H]1CNC(=O)C1CC1,-1.2
C[C@@H]1CN([C@@H](C)CO)C(=O)c2cc(-c3cccc(F)c3)cnc2O[C@@H]1CN(C)Cc1ccccn1,2.1
COc1ccc(S(=O)(=O)Nc2ccc3c(c2)C(=O)N([C@@H](C)CO)C[C@@H](C)[C@@H](CN(C)S(=O)(=O)c2ccccc2)O3)cc1,1.3
COC(=O)[C@@H]1[C@@H](CO)[C@@H]2Cn3c(ccc(-c4ccccc4F)c3=O)[C@H]1N2Cc1ccccc1,0.5
C[C@@H]1CN([C@@H](C)CO)C(=O)c2cc(NC(=O)NC3CCCCC3)ccc2O[C@@H](C)CCCCO[C@H]1CN(C)C(=O)C1CCCCC1,-0.3
C[C@@H]1CN([C@@H](C)CO)C(=O)c2ccccc2-c2ccccc2CO[C@@H]1CN(C)C(=O)[C@H](C)c1ccccc1,1.1
C[C@@H]1CN([C@H](C)CO)C(=O)c2cc(Br)cnc2O[C@H]1CN(C)Cc1cccc(F)c1,12
OC[C@@H]1[C@@H](c2ccc(C#Cc3ccccc3F)cc2)[C@@H]2CN(Cc3cncnc3)CCCCN12,5.5
CC(C)NC(=O)Nc1ccc2c(c1)C(=O)N([C@H](C)CO)C[C@H](C)[C@H](CN(C)C(=O)NC1CCCCC1)OCCCC[C@H](C)O2,3.1
CC(C)NC(=O)Nc1ccc2c(c1)C(=O)N([C@@H](C)CO)C[C@@H](C)[C@H](CN(C)Cc1ccc(C(=O)O)cc1)OCCCC[C@H](C)O2,-0.2
O=C(C[C@@H]1C[C@@H]2c3cc(NS(=O)(=O)c4ccc(F)cc4)ccc3O[C@@H]2[C@H](CO)O1)NCc1cc(F)ccc1F,-3.5
CN1C(=O)c2cc(NS(C)(=O)=O)ccc2OC[C@H]2O[C@H](CC(=O)NCc3ccccc3)CC[C@H]21,-1.4
CC(=O)N(C)C[C@@H]1Oc2ncc(C#Cc3cccc(F)c3)cc2C(=O)N([C@H](C)CO)C[C@H]1C,4.2
CC(=O)Nc1ccc2c(c1)C(=O)N(C)[C@@H]1CC[C@H](CC(=O)NCc3ccccc3)O[C@H]1CO2,17
C[C@H](CO)N1C[C@H](C)[C@@H](CN(C)CC2CC2)Oc2ccc(NS(=O)(=O)c3ccc(F)cc3)cc2CC1=O,-2.5
Cc1ccc(S(=O)(=O)NCC[C@@H]2CC[C@H](NC(=O)C3CCOCC3)[C@H](CO)O2)cc1,-0.8
C[C@H](CO)N1C[C@H](C)[C@H](CN(C)S(=O)(=O)c2cccs2)Oc2ccc(NC(=O)C3CC3)cc2CC1=O,0.4
C[C@@H]1CCCCO[C@@H](CN(C)C(=O)Nc2ccc(F)cc2)[C@H](C)CN([C@H](C)CO)C(=O)c2cc(NC(=O)NC3CCCCC3)ccc2O1,0.2
COc1ccc(CN(C)C[C@@H]2OCCCC[C@@H](C)Oc3ccc(NS(=O)(=O)c4ccc(Cl)cc4)cc3C(=O)N([C@H](C)CO)C[C@H]2C)cc1,-1.9

# Four compounds from above, arranged by heavy-atom count, ascending.
SMILES,BioA inh
C[C@@H]1CN([C@H](C)CO)C(=O)c2cc(Br)cnc2O[C@H]1CN(C)Cc1cccc(F)c1,12
CC(=O)Nc1ccc2c(c1)C(=O)N(C)[C@@H]1CC[C@H](CC(=O)NCc3ccccc3)O[C@H]1CO2,17
C[C@@H]1CN([C@@H](C)CO)C(=O)c2cc(NC(=O)NC3CCCCC3)ccc2O[C@@H](C)CCCCO[C@H]1CN(C)C(=O)C1CCCCC1,-0.3
C[C@@H]1CCCCO[C@@H](CN(C)C(=O)Nc2ccc(F)cc2)[C@H](C)CN([C@H](C)CO)C(=O)c2cc(NC(=O)NC3CCCCC3)ccc2O1,0.2

# Next part
SMILES,BioA inh
C[C@H]1CN([C@@H](C)CO)C(=O)c2cc(NC(=O)NC3CCCCC3)ccc2O[C@@H]1CN(C)S(C)(=O)=O,-0.2
COc1cccc(NC(=O)N(C)C[C@@H]2OCc3ccccc3-c3c(n(C)c4ccccc34)C(=O)N([C@H](C)CO)C[C@@H]2C)c1,2.7
C[C@@H]1CN([C@@H](C)CO)C(=O)c2cc(-c3ccccc3F)cnc2O[C@H]1CN(C)C(=O)C1CCOCC1,-2.9
C[C@H](CO)N1C[C@H](C)[C@H](CN(C)C(=O)Nc2ccccc2F)Oc2cc(-c3cccc(C#N)c3)ccc2S1(=O)=O,-1.7
C/C=C/c1cnc2c(c1)C(=O)N([C@@H](C)CO)C[C@@H](C)[C@@H](CN(C)C(=O)Cc1cccnc1)O2,-0.1
CCCN(C)C[C@@H]1Oc2ncc(-c3ccccc3F)cc2C(=O)N([C@@H](C)CO)C[C@@H]1C,-3.3
C[C@@H]1CN([C@@H](C)CO)C(=O)c2cc(NC(=O)NC3CCCCC3)ccc2O[C@@H](C)CCCCO[C@@H]1CN(C)Cc1ccc2c(c1)OCO2,-0.8

# As a short view, part of the list above:
SMILES,BioA inh
C[C@@H]1CN([C@@H](C)CO)C(=O)c2cc(-c3ccccc3F)cnc2O[C@H]1CN(C)C(=O)C1CCOCC1,-2.9
C[C@H](CO)N1C[C@H](C)[C@H](CN(C)C(=O)Nc2ccccc2F)Oc2cc(-c3cccc(C#N)c3)ccc2S1(=O)=O,-1.7
C/C=C/c1cnc2c(c1)C(=O)N([C@@H](C)CO)C[C@@H](C)[C@@H](CN(C)C(=O)Cc1cccnc1)O2,-0.1
CCCN(C)C[C@@H]1Oc2ncc(-c3ccccc3F)cc2C(=O)N([C@@H](C)CO)C[C@@H]1C,-3.3
C[C@@H]1CN([C@@H](C)CO)C(=O)c2cc(NC(=O)NC3CCCCC3)ccc2O[C@@H](C)CCCCO[C@@H]1CN(C)Cc1ccc2c(c1)OCO2,-0.8

# Source: PubChem (Broad Institute)
